# Growth percent in the NCI-60 one-dose screen (48 h, 10 µM unless noted): 100 = growth as untreated, 0 = no growth, -100 = all killed.
# SW-620 = SW-620 colon cancer | hit rate 5.2% among 82,000
# SNB-19 = SNB-19 CNS cancer cells; hit rate 2.5% among 81,000
# HCC-2998 = HCC-2998 colon cancer. hit rate 4.7% among 79,000
# HCT-116 = HCT-116 colon cancer; AID 1794798; hit rate 7.3% among 82,000
# KM12 = KM12 colon cancer cells | hit rate 5% among 82,000
# SF-539 = SF-539 CNS cancer | AID 1794752 | hit rate 6.8% among 81,000
# HCT-15 = HCT-15 colon cancer; hit rate 5.2% among 82,000; AID 1794746
# SNB-75 = SNB-75 CNS cancer; hit rate 5% among 79,000; AID 1794750
# SF-295 = SF-295 CNS cancer cells; hit rate 5.6% among 79,000
# Starred values were filed as active, the others as inactive; · = no result given; & = joins results of further samples. How the source made its calls: active means growth percent below 10; inactive means the rest.
SMILES,SW-620,SNB-19,HCC-2998,HCT-116,KM12,SF-539,HCT-15,SNB-75,SF-295
N#Cc1c(-c2ccc(Cl)cc2)nc(SCc2ccc([N+](=O)[O-])cc2)nc1N1CCOCC1,96.1,91.0,106.1,83.9,95.1,92.9,91.2,95.1,96.6
O=C(CCc1nnc(Cn2cncn2)o1)c1nc2ncccc2[nH]1,96.5,100.3,109.9,93.2,102.4,100.2,100.4,96.3,102.1
COC(=O)c1cc(Nc2ccc(O)c3c2C(=O)c2c([N+](=O)[O-])ccc(O)c2C3=O)cc(C(=O)OC)c1,13.1,76.9,36.3,36.1,88.7,84.0,16.3,59.1,·
CCCCCNc1ncnc2c(C)[nH]nc12,106.4,98.7,103.6,89.9,99.7,101.3,104.6,81.2,86.1
Cc1cc(=O)oc2cc(OC(=O)C(CCCCN)NC(=O)OCc3ccccc3)ccc12 (stereo not given),109.8,106.0,104.2,95.4,113.4,99.5,107.1,103.7,106.2
CC(N)C12CC3CC(CC(C3)C1)C2 (stereo not given),112.7,103.7,114.6,98.9,104.2,96.7,100.9,92.4,101.3
O=S(=O)(NCCNc1nccc(-n2cnc3ccccc32)n1)c1ccc(F)cc1,100.2,93.0,104.4,83.6,73.4,83.7,100.1,73.6,93.6
CC(Sc1nc2sc3c(c2c(=O)n1-c1ccc(Cl)cc1)CCCC3)C(=O)Nc1nc(-c2ccccc2)cs1 (stereo not given),99.6,103.9,93.3,90.0,100.3,104.1,56.1,85.2,83.8
COc1cc(COC(=O)CCCCC[P+](c2ccccc2)(c2ccccc2)c2ccccc2)c(OC)c2c1OCO2,58.0,55.5,64.9,33.2,36.1,78.2,99.3,59.9,76.9
Nc1nc(=O)[nH]c2ccc(C(=O)c3ccccc3)cc12,102.1,91.1,99.6,106.1,107.6,95.8,99.4,90.4,105.5
COC1=C(Nc2cccc(C)c2C)C(=O)C(OC)=C(Nc2cccc(C)c2C)C1=O,106.0,109.5,·,98.0,104.1,95.8,99.3,87.7,87.8
CC(C)(C)c1cc(NCc2ccc(Cl)cc2)n(-c2ccccc2)n1,83.6,77.8,110.0,65.6,88.0,93.3,81.1,79.7,176.7
COc1ccc(/C=C/C(=O)Nc2ccc(-c3nc4ccc(F)cc4s3)cc2)cc1,106.0,99.0,99.1,88.5,100.8,110.6,104.9,101.7,95.5
O=[N+]([O-])c1ccc(-c2cc3c(Nc4ccc(Sc5nc6ccccc6s5)c(Cl)c4)ncnc3s2)cc1,49.5,23.7,49.7,11.9,35.1,54.3,23.7,83.9,23.2
CC/C=C\C/C=C\C[C@H]1C/C=C2/C(=O)C=C[C@H]2C/C=C\CCC(=O)O1,-4.8*,40.6,-59.2*,-63.4*,-34.5*,13.0,-14.6*,62.0,6.9*
COc1cc(N2C(=O)CSC2=S)cc(OC)c1OC,102.7,102.1,103.6,108.3,104.0,·,95.4,82.0,110.2
CCN(CC)C(=S)Sc1cccc2c1C(=O)c1ccccc1C2=O,101.4,91.2,104.2,93.8,93.4,99.4,91.6,93.8,95.1
CCN1C(=O)N(CC)C2Nn3c(s/c(=C\C(=O)O)c3=O)=NC21 (stereo not given),98.2,100.6,100.7,90.9,100.7,92.3,98.3,93.6,104.2
COc1ccc(CCC(N)c2ccccc2)cc1OC (stereo not given),108.9,107.0,99.8,99.4,100.6,101.6,105.5,110.0,98.7
C#CCOc1cc(N(CC)CC)ccc1C(C(=O)NC(C)(C)C)N(C(=O)C1CCc2cc(F)ccc2O1)c1ccccc1Br (stereo not given),59.2,56.5,93.5,27.5,40.4,72.5,50.2,97.5,62.8
COc1ccc(C(=O)Nc2noc(-c3ccc(OC)cc3)c2-c2cc(OC)c(OC)c(OC)c2)cc1,103.4,109.4,95.1,95.5,104.7,·,94.1,61.6,89.0
Cc1cc(=O)[nH]c2c(C)cccc12,102.2&104.5&103.2,106.1&102.8&101.1,93.3&110.5&117.1,98.6&106.6&105.7,92.4&104.6&103.4,96.5&95.5&91.0,99.4&92.6,88.6&88.6&86.2,111.7&96.7&90.3
CCS(=O)(=O)Oc1ccc(-c2ccc3occc3c2)cc1,92.2,95.6,91.5,98.0,100.4,98.6,87.9,107.5,91.9
O=C(O)c1ccc2c(c1)nc(-c1ccccc1)n2C1CCCCC1,107.8,108.4,112.3,96.8,103.8,98.7,106.6,104.5,106.6
O=C1/C(=C/c2ccc([N+](=O)[O-])cc2)Sc2ccc(F)cc21,95.7,88.9,96.5,81.3,97.7,95.3,90.2,60.6,89.9
O=C(O)c1cn(C2CC2)c2cc(N3CCN(Cc4nnc(Nc5ccccc5)o4)CC3)c(F)cc2c1=O,106.3,107.6,102.9,91.6,96.7,99.4,101.0,82.2,102.2
NC1N=C(SCC(=O)N2CCN(c3cc4c(cc3F)c(=O)c(C(=O)O)cn4C3CC3)CC2)NC(=O)/C1=C/c1ccccc1 (stereo not given),100.2,102.2,109.2,106.2,104.0,99.8,96.0,·,95.2
COC(=O)CC1(CC(=O)OC)OCCO1,100.8,100.6,104.1,96.9,95.4,102.9,104.6,82.7,86.9
CC1(C(=O)OCc2ccccc2)C(=O)C2=C(CCCC2)N1c1ccc(Br)cc1 (stereo not given),92.2,89.6,95.2,76.1,81.2,102.8,78.0,76.0,84.3
CC(=O)c1sc2nc(CSc3nc4ccc(C)cc4[nH]3)[nH]c(=O)c2c1C,108.2,104.8,106.5,106.3,116.5,97.9,111.0,155.5,122.2
CCOC(=O)c1[nH]n(-c2ccccc2)c(=O)c1C=NC(C)=S,98.5,98.7,101.7,90.9,95.2,94.1,96.3,87.9,99.0
C=CCn1cc(-c2nc3ccccc3s2)c2cc(-c3ccc4c5c(cccc35)C(=O)N(CCN3CCOCC3)C4=O)ccc21,101.3,95.9,104.3,105.9,100.6,96.1,101.2,81.0,101.6
C=C(CC(=O)OCC(CC)CCCC)C(=O)OCC(CC)CCCC (stereo not given),105.3,100.9,110.0,106.9,105.9,96.8,97.8,83.6,95.8
Nc1ncnc2c1cnn2C1CC(O)C(CO)O1 (stereo not given),100.0&105.0,109.6&104.7,99.9&104.1,109.3&105.0,105.9&117.4,94.4&88.9,99.3&100.0,101.1&80.5,107.7
O=c1[nH]c(=O)c2c(-c3cc4ccccc4oc3=O)ccnc2[nH]1,98.9,75.5,98.8,88.3,95.4,70.2,81.4,·,3.1*
Cc1cc(C)c([N+](=O)[O-])c(C)c1,103.7,114.8,112.3,109.8,105.2,98.0,103.2,105.7,112.9
Cn1cc(C(=O)NCCC(=N)N)cc1NC(=O)CN=C(N)N,106.4,100.9,88.6,92.6,104.2,103.9,111.3,88.9,109.8
C=CCCCCCCCCC(=O)OCC(C)C,97.6,101.0,102.7,101.7,100.2,·,110.8,82.2,109.5
Cc1[nH]n(-c2ccc(S(=O)(=O)O)cc2)c(=O)c1N=Nc1ccccc1,97.8,112.6,105.5,100.7,114.6,94.3,98.5,87.0,80.8
CC(=O)C1CC(C)CCC1C(C)C (stereo not given),105.8,91.1,104.1,61.6,98.0,102.2,103.7,81.1,120.1
Cc1ccc(S(=O)(=O)Nc2ccc3ncccc3c2)cc1,94.2,72.0,83.1,76.3,81.4,82.6,90.0,92.2,90.1
CCOC(=O)c1ccc(NC(=O)Nc2nncs2)cc1,18.0,58.3,18.8,12.6,12.4,14.6,17.5,19.6,-39.9*
CC(=O)OC1(C(C)=O)CCC2C3CCC4=C(C)C(=O)CCC4(C)C3CCC21C (stereo not given),92.0,92.4,104.3,78.1,105.4,94.6,93.8,90.1,84.7
CN1C(=O)CC[C@H]1c1cccnc1,122.9,106.5,110.9,103.1,·,105.3,107.1,96.2,106.7
COc1cc(/C=C/c2nnc(-c3cc(-c4ccccc4)n[nH]3)o2)cc(OC)c1OC,114.6,102.3,98.3,119.0,102.7,92.6,101.8,67.4,104.8
NC1CCC(Nc2nc(NCc3ccc(-c4ccco4)nc3)c3ncn(C4CCCC4)c3n2)CC1 (stereo not given),7.9*,14.2,-19.0*,3.8*,4.0*,-25.7*,3.5*,-46.9*,0.2*
COc1ccc(Oc2nc(Nc3ccc(N4CCCCC4)nc3)ncc2NC(=O)Nc2cc(OC)cc(OC)c2)cc1,91.8,85.0,95.5,85.2,92.7,107.2,77.0,68.3,109.3
CC(=O)Nc1cccc(Cl)c1,104.6&111.1,101.7&103.6,100.3&113.2,94.3&109.1,105.8&125.8,99.5&103.1,96.7&107.2,98.2&110.0,99.5&128.7
Cc1cc(C)c(C(=O)c2ccccc2Br)c(C)c1,93.5,99.4,98.1,78.7,98.3,97.0,88.4,68.9,95.3
O=C(N/N=C\c1ccc(F)cc1)c1ccc2nc(-c3ccc([N+](=O)[O-])cc3)[nH]c2c1,101.2,110.2,101.5,97.3,96.9,96.3,110.0,99.5,110.9
CCN1C(=O)N(CC)C2NN3C(=O)C4(CN(C)CC45C(=O)N(C)c4ccccc45)SC3=NC21 (stereo not given),99.2,99.5,102.4,92.7,102.6,94.8,98.0,75.8,94.3
Cc1cn([C@]2(CF)O[C@H](CO)C2C)c(=O)[nH]c1=O (stereo not given in full),98.6,117.9,120.9,100.5,109.5,110.3,112.0,116.3,121.2
Nn1c(N=Nc2c(O)[nH]c3ccc([N+](=O)[O-])cc23)n[nH]c1=S,102.5,99.2,95.4,102.9,104.3,95.1,101.1,95.4,103.7
S=C(/N=C1\NN=C(c2ccc(Cl)cc2)CS1)Nc1ccccc1,103.4,98.6,108.5,97.0,102.8,97.8,108.5,92.8,97.6
CN1C(=O)NC(c2ccc3c(c2)OCO3)C=C1c1ccccc1 (stereo not given),78.3,92.5,109.8,78.0,88.2,98.1,77.8,80.2,98.6
O=C(Cn1cnc2c(cc(-c3ccccc3)n2-c2ccccc2)c1=O)Nc1ccccc1,·,109.6,98.3,106.2,106.6,99.5,104.0,104.5,104.4
O/N=C(\CSc1nnc(-c2c[nH]c3ccccc23)n1-c1ccccc1)c1ccc(Br)cc1,-86.3*,-9.3*,-66.5*,-36.3*,2.1*,-64.9*,-92.8*,-19.9*,-15.0*
NC(N)=NC(N)=NCCCCc1ccccc1,88.4,82.6,87.3,89.9,87.4,81.7,95.3,84.1,78.3
Nc1cc(C(Cl)=C(Cl)Cl)c(S(N)(=O)=O)cc1S(N)(=O)=O,108.6,117.1,94.7,100.2,106.9,105.7,96.7,103.8,95.5
CCOC(=O)c1ccc(NCC(=O)Nc2ccccn2)cc1,106.1,100.1,110.5,113.3,112.6,97.2,109.1,91.6,106.6

# 2 of the compounds above, as labelled records:
NC(N)=NC(N)=NCCCCc1ccccc1
- SW-620: 88.4
- SNB-19: 82.6
- HCC-2998: 87.3
- HCT-116: 89.9
- KM12: 87.4
- SF-539: 81.7
- HCT-15: 95.3
- SNB-75: 84.1
- SF-295: 78.3

CCOC(=O)c1ccc(NC(=O)Nc2nncs2)cc1
- SW-620: 18.0
- SNB-19: 58.3
- HCC-2998: 18.8
- HCT-116: 12.6
- KM12: 12.4
- SF-539: 14.6
- HCT-15: 17.5
- SNB-75: 19.6
- SF-295: -39.9*

# More compounds
SMILES,SW-620,SNB-19,HCC-2998,HCT-116,KM12,SF-539,HCT-15,SNB-75,SF-295
CSc1nccc(-c2c(-c3ccc(F)c(OCc4ccccc4)c3)nc3sccn23)n1,55.4,71.9,103.5,66.5,87.9,85.7,72.1,131.7,90.0
CC(C)(Cl)C1CC=C(CC(Cl)(Cl)Cl)CC1 (stereo not given),112.9,106.9,101.6,109.8,104.9,100.2,107.7,105.7,113.9
CCN(CC)C1N=C(C)Nc2c1sc(=S)n2-c1ccc(OC)cc1OC (stereo not given),100.9,79.7,100.7,83.1,109.6,92.4,101.9,·,93.2
O=C(CSc1nc2ccc([N+](=O)[O-])cc2[nH]1)Nc1ccc(F)cc1,86.0,69.2,75.7,54.7,64.0,79.8,64.9,51.1,52.1
O=C(O)CCCCNC(=O)c1nc(-c2ccccc2)n(-c2ccc(F)cc2)n1,107.1,111.0,113.2,105.8,99.8,108.5,106.5,103.6,99.9
COc1ccc(C2=NOC(CC(=O)N3CC(C)OC(C)C3)C2)cc1OC1CCCC1 (stereo not given),102.9,97.1,112.9,85.0,100.7,92.8,102.2,93.8,92.9
S=c1nc2oc(-c3ccccc3)c(-c3ccccc3)c2c(/N=C\c2ccco2)[nH]1,101.4,95.2,109.3,84.4,94.1,95.8,85.6,74.2,94.3
CCCCCCCCCC(=O)c1ccccc1,100.5,91.4,·,100.9,104.5,98.4,95.4,90.6,·
COc1ccc(OC)c(-c2c(C#N)c(=O)[nH]c3c2c(N)nn3-c2ccccc2)c1,106.0,102.6,106.2,101.1,104.7,99.5,109.9,101.0,112.8
Cc1ccc(S(=O)(=O)Oc2ccc([N+](=O)[O-])cc2[N+](=O)[O-])cc1,18.4,109.5,99.8,5.1*,102.2,93.6,19.0,98.9,107.9

# Whole records, quoted from the list. Screens in order: SW-620 | SNB-19 | HCC-2998 | HCT-116 | KM12 | SF-539 | HCT-15 | SNB-75 | SF-295
# Nc1nc(=O)[nH]c2ccc(C(=O)c3ccccc3)cc12 is listed as 102.1 | 91.1 | 99.6 | 106.1 | 107.6 | 95.8 | 99.4 | 90.4 | 105.5
# COc1cc(N2C(=O)CSC2=S)cc(OC)c1OC is listed as 102.7 | 102.1 | 103.6 | 108.3 | 104.0 | · | 95.4 | 82.0 | 110.2
# Cn1cc(C(=O)NCCC(=N)N)cc1NC(=O)CN=C(N)N is listed as 106.4 | 100.9 | 88.6 | 92.6 | 104.2 | 103.9 | 111.3 | 88.9 | 109.8
# Cc1[nH]n(-c2ccc(S(=O)(=O)O)cc2)c(=O)c1N=Nc1ccccc1 is listed as 97.8 | 112.6 | 105.5 | 100.7 | 114.6 | 94.3 | 98.5 | 87.0 | 80.8
# CCOC(=O)c1ccc(NC(=O)Nc2nncs2)cc1 is listed as 18.0 | 58.3 | 18.8 | 12.6 | 12.4 | 14.6 | 17.5 | 19.6 | -39.9*
